hgDAF12 agonist = activates the H. glycines DAF-12 receptor ligand-binding domain. 370,000 compounds, 1.8% hits. activation, % at 6.8 µM. AID 687014. HEK293 GAL4-hgDAF12 UAS-luciferase reporter, agonist luminescence; normalized to butyrate control;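 active = activation above a cutoff set at the mean of all screened compounds plus 3 SD, cut at about 10% in these data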;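 note: 0% = DMSO wells and 100% = sodium butyrate wells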
DAX1 inh-1 = inhibits human nuclear receptor DAX1 | P51843 | HEK293 Gal4-DAX1 luciferase reporter, luminescence | inhibition, % at 6.75 µM | 340,000 compounds, 0.99% hits | AID 504766;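 active = inhibition above the mean over all tested compounds plus 3 SD, cut at about 4.2% in these data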;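 note: 0% = DAX1-transfected cells with DMSO and 100% = empty-vector control cells with DMSO; inhibition shows as a rise in luminescence from relieved DAX1 repression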
Target sequence (P51843 207-470 limits assumed): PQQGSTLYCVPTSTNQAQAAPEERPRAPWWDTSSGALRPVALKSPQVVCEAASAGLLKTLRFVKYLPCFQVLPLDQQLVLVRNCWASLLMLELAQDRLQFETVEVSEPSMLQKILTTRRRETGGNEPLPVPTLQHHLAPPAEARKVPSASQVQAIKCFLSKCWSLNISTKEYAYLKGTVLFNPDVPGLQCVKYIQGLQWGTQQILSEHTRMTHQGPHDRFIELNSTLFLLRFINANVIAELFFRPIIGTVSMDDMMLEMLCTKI
GC-A act = GC-A (human) enzyme activation | activation, % at 10 µM | 370,000 compounds, 0.14% hits | AID 1671463 | HEK293 GC-A cells, cGMP TR-FRET, EC30 ANP; 0% at EC30 ANP, 100% saturating ANP | P16066; in the data active = activation above about 40%
ssDAF-12 act = activates DAF-12 receptor from parasite S. stercoralis. AID 652126. HEK293 ssDAF-12/GRIP1 lit1-tk-luc reporter, luminescence; % of 3 µM dafachronic acid response. 370,000 compounds, 1% hits. activation, % at 6.8 µM;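 active = activation above the mean over all tested compounds plus 3 SD, cut at about 0.9% in these data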;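 note: 0% = DMSO-only wells and 100% = 3 µM delta7-dafachronic acid wells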
NPR2 activator = GC-B (human) receptor activation; P20594; HEK293-GC-B cells, CNP EC30, cGMP TR-FRET; 0% at EC30 CNP, 100% saturating CNP; activation, % at 10 µM; 370,000 compounds, 0.11% hits;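 active = activation at 10 µM reaching about 35% in either raw or pattern-adjusted values, limit read from the data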
sPLA2-III inh = Inhibits HGIII-sPLA2 liposome hydrolysis, primary screen; 370,000 compounds, 0.56% hits; inhibition, % at 12.2 µM; Q9NZ20; QFRET BODIPY PC-A2 liposome hydrolysis, fluorescence;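 active = inhibition above mean plus 3 SD of compounds lying within the high and low control bounds, cut at about 19% in these data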;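 note: 0% = median of test compound wells and 100% = no enzyme DMSO wells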
Target sequence (Q9NZ20 whole entry, looked up): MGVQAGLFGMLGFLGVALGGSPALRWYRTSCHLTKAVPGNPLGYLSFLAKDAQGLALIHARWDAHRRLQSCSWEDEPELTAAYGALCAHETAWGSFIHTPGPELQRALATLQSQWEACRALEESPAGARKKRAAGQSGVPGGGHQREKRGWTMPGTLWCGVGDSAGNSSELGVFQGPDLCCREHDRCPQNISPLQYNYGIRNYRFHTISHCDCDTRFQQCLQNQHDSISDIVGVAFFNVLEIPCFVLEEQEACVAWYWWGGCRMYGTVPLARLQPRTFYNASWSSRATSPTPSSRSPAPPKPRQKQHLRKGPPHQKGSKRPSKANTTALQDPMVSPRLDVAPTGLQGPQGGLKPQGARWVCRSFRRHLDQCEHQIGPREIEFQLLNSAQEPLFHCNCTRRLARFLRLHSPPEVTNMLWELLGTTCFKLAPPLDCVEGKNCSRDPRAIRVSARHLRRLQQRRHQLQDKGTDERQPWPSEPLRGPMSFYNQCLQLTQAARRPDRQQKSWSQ
SMARCA2 act = activators of SMARCA2 function; activation, % at 9.1 µM; 370,000 compounds, 1% hits; AID 652017; MG213 cells, MMTV-luciferase reporter, dexamethasone, overnight; in the data active = activation above about 7.8%;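 note: 0% = vehicle wells and 100% = reference activator wells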
ADAM10 inh = inhibits human ADAM10; recombinant ADAM10, EDANS/DABCYL FRET peptide cleavage, 3 h; inhibition, % at 7 µM; 370,000 compounds, 0.62% hits; AID 720582;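 active = inhibition above a per-campaign cutoff equal to the mean of compounds falling between control-based bounds plus 3 SD, cut at about 20% in these data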;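 note: 0% = DMSO wells while the 100% control is not disclosed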
DAX1 inh-2 = blocks DAX1 repression of SF-1 activated StAR promoter | HEK293T StAR-luciferase reporter, SF-1/DAX-1 repression relief | inhibition, % at 6.8 µM | 370,000 compounds, 1.1% hits | AID 652010;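 active = inhibition above the mean over all tested compounds plus 3 SD, cut at about 3.6% in these data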;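 note: 0% = DAX-1 cells with DMSO and 100% = cells lacking DAX-1 with DMSO; higher inhibition means more luminescence from relief of DAX-1 repression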
hcDAF-12 act = activates DAF-12 receptor from parasite H. contortus; HEK293 hcDAF-12 lit1-tk-luc reporter, luminescence; 0% DMSO, 100% Δ7-dafachronic acid; activation, % at 6.8 µM; 370,000 compounds, 1.4% hits; AID 652067;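 active = activation above the mean of all tested compounds plus 3 SD, cut at about 5.5% in these data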;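 note: 100% = response to 3 µM Δ7-dafachronic acid high control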
GAA850 FXN act = activators of GAA850 frataxin (FXN) promoter; HEK293 lucGAA850 FXN promoter luciferase reporter, 24 h; percent of 10 µM SAHA response; activation, % at 6 µM; 360,000 compounds, 0.56% hits; AID 540364;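 active = activation above the average of all compounds screened plus 3 SD, cutoff fixed separately per campaign, cut at about 7.5% in these data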;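 note: 0% = DMSO wells and 100% = 10 µM SAHA wells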
Numbers without * were called inactive; . = no result given. Compounds were not picked by outcome (roughly 6.6% active in at least one column).

SMILES	hgDAF12 agonist	DAX1 inh-1	GC-A act	ssDAF-12 act	NPR2 activator	sPLA2-III inh	SMARCA2 act	ADAM10 inh	DAX1 inh-2	hcDAF-12 act	GAA850 FXN act
COC(=O)c1cc(CNC(=O)C2CC(=O)N(c3ccc4c(c3)OCCO4)C2)ccc1OC (stereo not given)	-0.7	-1.1	3	-1.0	-3	8	-4	-22	-0.5	-1.9	0.2
CC(=O)Nc1ccc(Oc2cnc3ccccc3n2)cc1	3.7	-0.6	-1	-1.3	2	3	0	13	-0.7	-1.0	0.2
Cc1oncc1C(=O)N1CCCC(CO)(Cc2ccc(F)cc2F)C1 (stereo not given)	3.2	0.2	0	-1.0	1	-51	-3	3	0.6	1.9	2.3
N#CC1=C(N)Oc2n[nH]c(-c3cccnc3)c2C1c1cc(F)ccc1F (stereo not given)	2.4	-0.8	-16	-1.3	-9	1	1	3	-1.2	-1.3	-1.4
O=C(Nc1ccc(N2CCN(C(=O)c3ccccc3)CC2)cc1)c1cccs1	1.4	0.1	4	-1.0	-9	-2	0	-5	-0.3	-0.5	-1.3
Cc1ccc(C(=O)Nc2ccc3c(c2)OCCO3)c(Cl)c1	4.5	-4.8	0	-0.1	2	3	-1	4	0.8	2.4	-5.7
O=C(COC(=O)c1cc([N+](=O)[O-])ccc1N1CCOCC1)Nc1cccc(F)c1	-5.7	-0.7	5	-1.2	8	-10	-2	2	-5.1	-4.3	0.0
CC(C)CCNC(=O)C1CCCN(S(=O)(=O)c2ccc(F)cc2)C1 (stereo not given)	0.0	-0.3	8	-1.2	2	-2	1	5	-0.4	-2.1	-2.4
Cc1cc(S(=O)(=O)Nc2ccc3ccccc3c2)c(C)s1	0.2	-1.4	-24	-1.7	-13	-52	-4	16	-2.4	-0.6	-4.1
O=C(C1=C[C@@H](c2coc3ccccc3c2=O)C[C@@H](OCc2ccc(CO)cc2)O1)N1CCN(Cc2ccc3c(c2)OCO3)CC1	-1.1	-1.3	3	-1.6	2	-5	-2	-3	0.1	-0.7	-2.0
COc1ccc(CNCc2cc(Cl)ccc2O)cc1	0.4	0.0	-4	-1.2	1	3	2	4	-0.4	-1.4	-1.9
Cc1ccc(C(=O)Cn2cc([N+](=O)[O-])nc2C)cc1	0.2	2.5	0	-1.3	-4	-19	-2	-1	0.1	-1.7	0.1
CCNc1nc(NCC)nc(SCC(C)=O)n1	-2.5	-0.1	1	-1.2	-7	0	-2	1	0.1	0.8	-0.8
COc1ccc(N2CCN(Cc3nc4ccccc4c(=O)[nH]3)CC2)cc1	-0.3	-1.4	-5	-1.6	0	12	-2	-3	1.2	-0.3	4.9
Cc1c(NC(=O)COC(=O)C23CC4CC(CC(O)(C4)C2)C3)c(=O)n(-c2ccccc2)n1C	-13	1.6	5	-2.4	1	-1	-5	1	-2.6	-4.4	1.5
Cn1c(=O)c2[nH]c(CCCCCc3nc4ccccc4[nH]3)nc2n(C)c1=O	2.9	.	6	-0.9	0	3	3	-8	0.0	1.5	-1.0
Cc1c(Cl)cccc1NC(=O)COc1ccc(S(=O)(=O)N2CCOCC2)cc1	-0.6	0.4	-2	-1.2	0	-5	-1	5	-0.8	-2.5	2.6
COc1ccc(C2/C(=C(\O)c3ccc4c(c3)OCCO4)C(=O)C(=O)N2CCCN(C)C)cc1 (stereo not given)	-0.8	0.3	-1	-1.6	4	4	-4	-2	-0.1	-0.9	0.0
COc1ccc(-c2noc(CCC(=O)NCCc3ccccc3)n2)cc1OC	-2.0	0.4	-2	-1.0	0	-3	0	-2	-0.7	-3.1	0.6
CC(C)[C@H](NC(=O)c1c(F)cccc1F)C(=O)OCC(=O)NC(=O)NC1CCCC1	1.5	0.4	2	-0.7	-2	1	-1	5	-0.8	0.7	-1.2
NCCCC(C(=O)O)N(C(=O)OCc1ccccc1)C(=O)OCc1ccccc1 (stereo not given)	1.7	.	0	-0.9	8	0	-2	-8	0.2	-0.7	.
O=C(CNS(=O)(=O)c1ccc(Br)cc1)N1CCN(Cc2ccccc2)CC1	-3.8	-0.4	-2	-1.0	-3	-2	6	12	-1.1	-0.5	-0.2
COc1ccc(CC(=O)OCC(=O)NCc2ccco2)cc1	-1.3	-0.5	0	-1.2	5	13	-3	-4	-1.9	-1.0	0.4
COc1cc2c(cc1OC)CN(C(=S)Nc1c(C)cccc1C)CC2	-2.2	-0.9	3	-1.0	-1	0	-1	-1	0.5	0.0	1.2
COC(=O)CC1C(=O)NCCN1C(=O)c1ccccc1 (stereo not given)	0.9	2.0	3	-0.9	5	2	1	5	0.3	-0.5	0.9
COc1ccccc1NC(C)C(=O)N/N=C/c1cccs1 (stereo not given)	-2.3	0.1	-1	-1.3	-2	3	1	-4	-0.3	-1.9	4.2
COc1ccc(NC(=O)N(C)C[C@H]2Oc3ccc(NS(=O)(=O)c4ccc(OC)cc4)cc3C(=O)N([C@H](C)CO)C[C@@H]2C)cc1	1.1	-0.1	-3	-1.3	3	-6	1	-7	-0.1	-0.4	0.0
CCCCn1c(SCC(=O)NCC2CCCO2)nc2ccc(N3CCOCC3)cc2c1=O (stereo not given)	-0.8	-0.1	6	-1.8	-6	-4	-4	-398	-1.2	-1.6	-1.7
CCCCC(CC)C1OCC(CN2CCCCC2)O1 (stereo not given)	-1.4	2.0	1	-0.8	-1	-6	2	-6	0.1	-0.2	2.4
CC(C)c1ccc(S(=O)(=O)c2nnn3c2nc(N2CCCCC2)c2ccccc23)cc1	0.5	1.1	0	-1.4	6	-4	1	-1	0.2	2.1	2.5

Already shown: an excerpt of the list.
SMILES	hgDAF12 agonist	DAX1 inh-1	GC-A act	ssDAF-12 act	NPR2 activator	sPLA2-III inh	SMARCA2 act	ADAM10 inh	DAX1 inh-2	hcDAF-12 act	GAA850 FXN act
Cn1c(=O)c2[nH]c(CCCCCc3nc4ccccc4[nH]3)nc2n(C)c1=O	2.9	.	6	-0.9	0	3	3	-8	0.0	1.5	-1.0
Cc1c(Cl)cccc1NC(=O)COc1ccc(S(=O)(=O)N2CCOCC2)cc1	-0.6	0.4	-2	-1.2	0	-5	-1	5	-0.8	-2.5	2.6

(further entries)
SMILES	hgDAF12 agonist	DAX1 inh-1	GC-A act	ssDAF-12 act	NPR2 activator	sPLA2-III inh	SMARCA2 act	ADAM10 inh	DAX1 inh-2	hcDAF-12 act	GAA850 FXN act
O=C(CO/N=C/c1ccccc1OC(F)F)NCc1cccs1	0.7	-0.1	4	-1.3	5	4	-3	-10	0.4	-1.9	0.1
CC(C)CNC(=O)c1cnn2c(C(F)(F)F)cc(C(F)(F)F)nc12	2.1	.	3	-0.7	1	5	-4	-5	0.2	-2.7	-0.2
Cc1nn(C(=O)CNS(=O)(=O)c2ccccc2)c(C)c1Sc1ccc(Cl)cc1	1.4	-1.9	8	-1.2	15	-6	-1	1	-0.4	0.8	0.8
CC(C)CN(C(=O)COC(=O)C1c2ccccc2Oc2ccccc21)C1CCS(=O)(=O)C1 (stereo not given)	0.5	1.1	1	-1.5	-3	-1	-4	-28	-0.3	0.8	-0.4
CC(Oc1ccccc1)C(=O)N1CCC2(CC1)Oc1ccc(F)cc1C(=O)C21CC(c2cccnc2)=NO1 (stereo not given)	-1.6	0.7	2	-1.7	0	-8	2	3	-0.1	0.2	-0.1
Cc1ccc2sc(NC(=O)c3cccc(N4C(=O)CCC4=O)c3)nc2c1C	0.3	0.0	38	-0.9	-1	3	-2	-5	0.1	-0.2	-0.7
CCOc1ccc(/C=N/NC(=O)c2ccncc2)cc1OC	-0.7	0.1	-2	-0.4	9	5	-6	3	1.0	1.4	-0.8
CCOC(=O)[C@]12CCCC=C1N(Cc1ccccc1)C(=O)[C@H](CC(=O)N1CCCCCC1)C2	-3.4	.	-2	-0.6	-1	4	-3	-10	-0.1	0.0	.
Cc1cccc(Nc2nnc(SC(C)C(=O)NC3CC3)s2)c1 (stereo not given)	-1.5	-0.2	-2	-1.0	-5	5	2	1	-0.1	-2.5	-0.2
Cc1cc(C)cc(NC(=S)N2CCN(S(=O)(=O)c3ccccc3)CC2)c1	0.1	1.0	0	0.0	6	2	0	4	0.2	1.0	-1.8
Cc1ccc(C)c(NC(=O)NNC(=O)c2ccc3ccccc3c2O)c1	0.9	1.5	2	-0.5	-1	14	-2	-78	1.4	-1.1	2.0
COc1ccc(CN2C(=O)c3ccccc3C2c2nnnn2-c2ccc3c(c2)OCCO3)cc1 (stereo not given)	-3.5	.	-8	-1.1	3	6	-3	-5	-0.7	-3.0	.
O=C(Cn1nnc(-c2ccc(NC(=O)c3ccccc3F)cc2)n1)NCc1ccc(F)cc1	6.1	-0.5	-1	-0.8	5	-1	0	3	0.7	-1.1	2.7
O=S(=O)(Cc1ccc(Cl)cc1)c1ccccc1-c1nnc(-c2ccc(Cl)cc2)o1	-0.1	0.6	-2	-1.5	2	-3	-1	4	-0.7	1.1	0.2
O=C(CCCOc1ccc(Cl)cc1Cl)NC(Cc1ccccc1)C(=O)O (stereo not given)	-1.1	-0.5	2	-0.8	4	-16	0	-3	1.2	-0.4	2.7
COc1ccc(N2C(=O)CC(N3CCN(S(=O)(=O)c4cc(C)ccc4C)CC3)C2=O)cc1 (stereo not given)	-0.8	-0.6	0	-1.3	2	-14	-1	4	-0.5	-0.3	0.7
Cc1ccc(Cc2c(-c3ccc(F)cc3)nc3c(Cl)cc(C(F)(F)F)cn23)cc1	0.6	.	9	-0.6	19	-11	1	-8	-0.2	2.1	.
Clc1cc(Cl)cc(Nc2ncnc(-n3cccc3)n2)c1	0.0	.	17	-1.1	1	7	-3	-10	0.1	-0.1	0.5
CCOc1ccc(N(Cc2cc3cc(OC)ccc3[nH]c2=O)C(=O)C2CCCO2)cc1 (stereo not given)	-1.4	0.5	-6	-0.9	-2	-1	1	-239	-0.9	-0.7	1.0
Cc1cc(C)c(NC(=O)NC(=O)C(Cl)(Cl)Cl)c(C)c1	2.5	0.0	4	-0.5	-1	9	-5	4	-0.2	-1.8	-0.1
COc1ccc(S(=O)(=O)N2CCCCC2)cc1C(C)C	0.6	-0.6	-5	-1.4	-9	-10	0	3	-0.9	-2.1	1.5
CCC(C)[C@H](NC(=O)[C@@H]1Cc2ccccc2CN1)C(=O)NCc1ccc(OC)cc1 (stereo not given in full)	-0.6	3.2	-1	-1.1	-1	3	2	-10	0.3	-1.9	0.0
c1ccc(-c2nc(NCCCN3CCOCC3)c3ccccc3n2)cc1	0.9	-1.3	3	-0.6	-4	-1	-2	-5	-1.4	-1.5	0.1
CCN(CC)CCn1c2c(c(SCC(=O)Nc3cccc4ccccc34)nc1=O)CCCC2	-2.3	-1.2	-6	-0.9	4	-12	0	-3	3.4	1.4	0.5
O=C1C=C(C2CCCCC2)C(=O)c2ccccc21	-0.8	1.5	8	-0.8	-1	-2	-2	-21	-2.5	2.1	1.8
C[C@@H]1CN([C@@H](C)CO)C(=O)CCCn2nncc2CO[C@H]1CN(C)C(=O)Nc1ccc(C(F)(F)F)cc1	-0.3	1.0	3	-1.2	0	10	-4	-21	-0.9	1.6	4.4
